# N370S GC mod = N370S glucocerebrosidase modulation, Gaucher chaperone candidate. Potency, µM (series often up to 59.4 µM), without a hit: at the top dose activity change, negative = inhibition, hits mostly inhibitors. 330,000 tested, 0.092% active. N370S GC spleen homogenate, 4MU-glucoside fluorescence. P04062;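 also: 0% = full enzyme activity and -100% = no enzyme basal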
# GCN5L2 inh = inhibitors of human GCN5L2 histone acetyltransferase; GCN5L2 HAT assay, ThioGlo1 CoA-SH fluorescence; Potency, µM (highest dose often 58.9 µM), without a hit: at the highest dose activity change, negative = inhibition, usual class: inhibitors; 390,000 tested, 0.21% active
# Target sequence (Q92830 whole entry, looked up): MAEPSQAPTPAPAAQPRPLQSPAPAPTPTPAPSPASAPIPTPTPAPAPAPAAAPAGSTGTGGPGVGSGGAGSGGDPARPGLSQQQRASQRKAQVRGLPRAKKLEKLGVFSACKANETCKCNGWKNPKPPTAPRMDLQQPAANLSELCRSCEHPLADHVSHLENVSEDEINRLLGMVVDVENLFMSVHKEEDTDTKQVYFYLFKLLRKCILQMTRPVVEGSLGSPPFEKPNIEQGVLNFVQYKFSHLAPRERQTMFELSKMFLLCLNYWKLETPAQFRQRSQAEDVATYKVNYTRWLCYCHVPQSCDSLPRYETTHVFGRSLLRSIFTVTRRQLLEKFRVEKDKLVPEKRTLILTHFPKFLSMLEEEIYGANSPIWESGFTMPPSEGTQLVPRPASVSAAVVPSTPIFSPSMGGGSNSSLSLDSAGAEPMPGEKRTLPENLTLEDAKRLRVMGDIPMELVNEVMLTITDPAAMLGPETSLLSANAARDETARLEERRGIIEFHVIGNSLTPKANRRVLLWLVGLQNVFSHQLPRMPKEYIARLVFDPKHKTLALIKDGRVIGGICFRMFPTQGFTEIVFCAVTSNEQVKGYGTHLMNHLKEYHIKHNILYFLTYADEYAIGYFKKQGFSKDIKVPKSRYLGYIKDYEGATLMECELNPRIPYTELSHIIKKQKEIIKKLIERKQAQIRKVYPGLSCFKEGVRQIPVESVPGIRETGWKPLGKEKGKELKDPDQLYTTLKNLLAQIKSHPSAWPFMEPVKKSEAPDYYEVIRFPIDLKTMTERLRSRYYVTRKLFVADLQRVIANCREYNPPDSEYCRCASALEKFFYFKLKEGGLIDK
#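 Titration-based screen in which CoA formation is detected via maleimide probe ThioGlo1 (50uM) turning fluorescent on thiol reaction; substrates H3(1-25) 75uM and acetyl-CoA 70uM, GCN5L2 20nM, 20 min incubation at room temperature.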
# FEN1 inh = inhibitors of human flap endonuclease 1; Recombinant FEN1 flap cleavage, fluorescence, 15 min; Potency, µM (doses to about 114 µM), inactives show at the highest dose activity change, negative = inhibition, most hits filed as inhibitors; 390,000 tested, 0.35% active; also: nearly all actives have a fitted effect of over 65% in size
#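 Read-out was taken twice, immediately and after 15 min, following addition of 50 nM substrate to 10 nM FEN1 that had sat with test compound for 15 min at room temperature. Curves came from a four-parameter Hill model.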
# Active calls of the source: *; u = inconclusive; x = not tested or not shown; & = joins results of further samples; [ ] = dose if it differs, or a comment. Calls follow the shape of the dose curve; as a rule, active = well fitted curve in the direction sought with a large enough effect; inconclusive = small, poorly fitted or top-dose-only effect, or another doubt; inactive = no such curve, though single readings can be large; an effect the other way counts as inactive or inconclusive. Unless noted, % is scaled to controls: 0 for no effect and ±100 for the full control effect; potency is read from the fitted curve at half-maximal effect. The list is partial; rates above refer to the full screens.
cpd	Structure	N370S GC mod	GCN5L2 inh	FEN1 inh
1	CN(C)S(=O)(=O)c1ccc(C(=O)NN2C(=O)NC3(CCCCC3)C2=O)cc1	0%	2%	2%
2	Cc1ccc(C)c(NC(=O)Cn2nnc(C(=O)NCc3ccccc3Cl)c2N)c1	x	0%	12%
3	C=C[C@]1(C)C[C@@H](OC(=O)CSCCN(CC)CC)[C@]2(C)C(C)CC[C@]3(CCC(=O)[C@H]32)[C@@H](C)[C@@H]1O (stereo partly specified)	-7%&-19%	-5%&3%&0%	16%&15%
4	CC(C)CN(CC(C)C)C(=S)NC1CCCCC1	11%	1%	5%
5	Cc1cc(Br)cc2c(C(=O)NCC3CCCO3)cc(-c3cccs3)nc12 (stereo unspecified)	-4%	-2%	1%
6	Cc1ccc(NC(=S)NC(=O)c2ccccc2)cc1NC(=S)NC(=O)c1ccccc1	-2%	-13%	-17%
7	Cc1ccc(CSc2nc3ncccc3[nH]2)cc1	13%	-8%	6%
8	COc1cc(CNn2c(C)n[nH]c2=S)cc(Cl)c1OCc1ccccc1	-10%	-13%	5%
9	C=CCN(C(=O)c1ccc2c(c1)nnn2C)c1ccccc1	0%	-18%	-1%
10	Cc1ccc2[nH]c(=O)c3cc(C(=O)NCc4cccc(Cl)c4)sc3c2c1	x	-2%	11%
11	C#CCn1c(=NC(=O)CN2C(=O)CCC2=O)sc2cccc(C)c21	3%	-7%	19%
12	O=C(CC(=O)NCc1ccccc1)NCc1ccccc1	-14%	0%	-8%
13	CNC(=S)N1CCC(NC(=O)C(Cc2ccccc2)NC(C)=O)CC1 (stereo unspecified)	-20%	-1%	-4%
14	COc1ccccc1-c1nnc(SCC(=O)c2ccc(Cl)cc2)n1-c1ccccc1	x	-5%	-11%
15	COC(=O)c1c(NC(=O)CCCOc2ccc(C)cc2)sc2c1CCCC2	x	2%	1%
16	O=C(NC(CO)(CO)CO)c1coc(=O)c(Br)c1	-11%	-16%	-6%
17	O=C(C1=C(O)C(=O)N(CC2CCCO2)C1c1ccc(Cl)cc1)c1ccco1 (stereo unspecified)	-6%	-5%	5%
18	O=C(Nc1ccccc1)NC1CC2CCC(C1)N2Cc1nnnn1Cc1ccc2c(c1)OCO2 (stereo unspecified)	0%	-11%	7%
19	O=C(NC(=S)Nc1cccc(Cl)c1N1CCCCC1)c1ccco1	-1%	-6%	-21%
20	CCc1nc2ccc(C(=O)N(CC)CC(=O)Nc3c(F)cccc3F)cc2nc1CC	x	-2%	0%
21	N#Cc1ccccc1CSc1nnc2ccc3ccccc3n12	x	-1%	-4%
22	COC(=O)c1ccccc1NC(=O)CSc1nc(N)cc(N)n1	6%	-4%	18%
23	O=C(Oc1cccc(C(=S)N2CCOCC2)c1)c1cccc([N+](=O)[O-])c1	3%	-2%	4%
24	O=C(COC(=O)C1CC(=O)N(Cc2ccco2)C1)Nc1nc(-c2ccc(F)cc2)cs1 (stereo unspecified)	x	-1%	-6%
25	COc1ccccc1-c1cncnc1NCc1cnc(C)cn1	5%	-11%	x
26	CCOc1ccccc1OCC(=O)Nc1ccc(S(=O)(=O)Nc2ncccn2)cc1	6%	-2%	1%
27	O=C(c1ccccn1)N(Cc1ccco1)C1(C(=O)NC2CCCCC2)CCCCC1	0%	-3%	-4%
28	COc1cccc(CNC(=O)CSc2c3c(nc4ccc(Cl)cc24)CCCC3)c1OC	x	-3%	1%
29	Cc1cccc(-c2cc(C(=O)Nc3ccncc3)c3ccccc3n2)c1	-28%	u	-17%
30	O=C(O)C1CCC(=O)N(C2CC2)C1c1ccccc1 (stereo unspecified)	4%	-7%	-5%
31	CC(=O)c1ccc2noc(-c3cccc(C)c3)c2c1	17%	-8%	-5%
32	CCOc1cc(/C=N/O)cc(Br)c1OCC	4%	-9%	1%
33	O=C(CN1C(=O)NC2(CCOc3ccccc32)C1=O)c1ccc(Br)cc1 (stereo unspecified)	-9%	0%	-25%
34	Cc1nnc(N2CCN(c3ccc(Cl)cc3)CC2)c2c1nnn2Cc1ccc(F)cc1	x	1%	-1%
35	COc1cc(SC)ccc1C(=O)Nc1nc(C)cc(C)n1	-3%	-13%	15%
36	O=C(O)Cn1cc(/C=N/NC(=O)c2cc3cc(Br)ccc3o2)c2ccccc21	-14%	-5%	-27%
37	CCCCN(c1ccccc1)c1ncnc2nc[nH]c12	10%	1%	-2%
38	CC(=O)Nc1ccc(S(=O)(=O)N2CCc3ccccc3C2CC(=O)O)cc1 (stereo unspecified)	-4%	1%	3%
39	O=C(CNC(=O)c1ccc(Br)cc1)c1ccc(Br)cc1	-11%	4%	0%
40	Cc1ccc(Cn2cc3c(n2)-c2c(oc(C(=O)Nc4ccc(F)cc4F)c2C)CC3)cc1	x	-15%	-14%
41	CC(C(=O)Nc1ccccc1)N(c1cccc(Cl)c1)S(C)(=O)=O (stereo unspecified)	-3%	-1%	-1%
42	O=C1CN(C(=O)COC(=O)Cc2ccccc2F)c2ccccc2N1	x	-2%	17%
43	O=C(CSc1ncccn1)Nc1ccc2c(c1)OCO2	x	-5%	2%
44	COc1cc(C2NC(=O)NC(C)=C2C(=O)Nc2cc(C)cc(C)c2)ccc1O (stereo unspecified)	x	-4%	-6%
45	CC1(C)CC(=O)c2cnc(NC(=O)C3CCCC3)nc2C1	7%	-4%	-4%
46	CCOc1cc2c(cc1OCC)C(c1ccc(C(=O)O)cc1)NCC2 (stereo unspecified)	4%	-2%	4%
47	Cc1csc(CCc2nc(C)cs2)n1	u	-2%	-8%
48	O=C(Nc1ccc(NC(=S)NC(=O)c2cccs2)cc1)c1ccccc1	1%	1%	13%
49	O=C1NCC(O)=C1C=Nc1ccccc1O	4%	-14%	20%
50	COc1ccc(C2=NS(=O)(=O)N(C)C(C(=O)NCc3ccccn3)=C2)cc1OC	-2%	-20%	-1%
51	CC1C(c2ccccc2)N(C)C(c2ccccc2)CC1(O)c1ccccc1 (stereo unspecified)	x	-11%	u
52	NNS(=O)(=O)c1ccc2c(c1)Cc1cc(S(=O)(=O)NN)ccc1-2	-6%	-17%	-14%
53	Cc1cc(C(=O)NNC(=O)c2ccc(C)s2)c(C)o1	-11%	-1%	-10%
54	O=C(Cc1csc(-c2ccccc2)n1)NCc1cccs1	-7%	-5%	4%
55	CSc1ccc(Cl)c(C(=O)Nc2ccc(Cl)cn2)c1	1%	-13%	-26%
56	O=S(=O)(NCc1ccccc1)c1ccc2[nH]c3c(c2c1)CCCCC3	x	23%	u
57	O=C(c1ccco1)N1CCN(C(=O)c2ccc(-c3ccccc3Cl)o2)CC1	x	1%	-12%
58	Cc1ccc(Cl)cc1NC(=O)c1ccc(-c2nc(CSc3ccccc3)c(C)o2)cc1	x	-1%	1%
59	Cc1cccc(OC(C)C(=O)Nc2cc(Cl)ccc2-n2cncn2)c1 (stereo unspecified)	x	-4%	-7%
60	CCCCOC(=O)C[N+](C)(C)CCOC1CC2CCC1(C)C2(C)C (stereo unspecified)	-11%	14%	1%

# Ordered by number of heavy atoms (rising): some entries from above
cpd	Structure	N370S GC mod	GCN5L2 inh	FEN1 inh
49	O=C1NCC(O)=C1C=Nc1ccccc1O	4%	-14%	20%
21	N#Cc1ccccc1CSc1nnc2ccc3ccccc3n12	x	-1%	-4%
42	O=C1CN(C(=O)COC(=O)Cc2ccccc2F)c2ccccc2N1	x	-2%	17%
29	Cc1cccc(-c2cc(C(=O)Nc3ccncc3)c3ccccc3n2)c1	-28%	u	-17%
34	Cc1nnc(N2CCN(c3ccc(Cl)cc3)CC2)c2c1nnn2Cc1ccc(F)cc1	x	1%	-1%
40	Cc1ccc(Cn2cc3c(n2)-c2c(oc(C(=O)Nc4ccc(F)cc4F)c2C)CC3)cc1	x	-15%	-14%

# (next part)
cpd	Structure	N370S GC mod	GCN5L2 inh	FEN1 inh
61	CCN(CC)S(=O)(=O)c1cccc(C(=O)N/N=C/c2cccc(O)c2O)c1	24%	-1%	-16%
62	CCN(CC)C(=O)C1CCCN(C(=O)Nc2ccc(NC(=O)N3CCCC(C(=O)N(CC)CC)C3)cc2)C1 (stereo unspecified)	2%	-3%	-17%
63	CCOc1ccc2nc(NC(=O)CSc3nc4cccnc4n3C)sc2c1	11%	-2%	10%
64	COc1ccc(S(=O)(=O)NCC(=O)N(CC(=O)NCC2CCCO2)c2cc(C)ccc2C)cc1 (stereo unspecified)	-6%	-5%	-4%
65	O=C(O)c1ccc(Cl)c(S(=O)(=O)N(Cc2ccccc2)c2ccccc2Cl)c1	3%	-5%	2%
66	Oc1ccccc1C=NCCCCCCN=Cc1ccccc1O	0%	0%	-4%
67	Cc1cccnc1NC(=O)c1ccc(S(=O)(=O)N2CCC(C)CC2)cc1	1%	-9%	1%
68	COc1ccccc1N1CCN(CC(=O)Nc2sccc2C#N)CC1	-3%	0%	5%
69	S=c1[nH]nc(-c2ccccn2)n1/N=C/c1cccc(Cl)c1	6%	-4%	5%
70	Cc1c(Br)c(C(F)(F)F)nn1CC(=O)NCCCn1ccnc1	-1%	-1%	4%
71	CC(C)c1ccc(NC(=O)Cn2c(=O)n(CCc3ccccc3)c(=O)c3ccccc32)cc1	x	-9%	-6%
72	CC(=O)Nc1ccc(NC(=O)c2ccco2)cc1	u	-12%	-14%
73	CN(CC(=O)NCc1ccco1)S(=O)(=O)c1ccc2c(c1)c(=O)n(C)c(=O)n2C	-16%	38%[activator]	19%
74	COc1ccc(N2CC(C)Cn3c2nc2c3c(=O)n(Cc3ccc(F)cc3)c(=O)n2C)c(OC)c1 (stereo unspecified)	4%	-7%	-2%
75	COc1ccccc1/C=C(/C(=O)OCC(=O)Nc1cc(C)ccc1C)c1ccccc1	13%	2%	11%
76	O=C1CCC/C(=N\NC(=O)c2ccc(CSc3cccc4cccnc34)cc2)C1	-1%	-20%	3%
77	C=CCc1ccccc1OCCOc1ccc([N+](=O)[O-])cc1/C=N/NC(N)=O	-7%	-8%	2%
78	COc1cccc(CNCCSc2nnnn2C)c1	-26%	-2%	-6%
79	Cc1ccc(C(=O)NCCc2ccccc2)cc1	-4%	2%	19%
80	CCc1nnc(SCC(=O)Nc2ccc(OC)c(OC)c2)c2cc3occc3n12	x	1%	6%
81	Cn1c(SCC(=O)Nc2cccc(F)c2)nnc1-c1cccnc1	3%	7%	-19%
82	Cc1cccc(OCCNc2cc(N3CCOCC3)ccc2[N+](=O)[O-])c1	7%	-7%	-16%
83	Cc1ccc(S(=O)(=O)NCC(=O)N(CC(=O)NCC2CCCO2)c2ccc(Cl)cc2)cc1 (stereo unspecified)	-8%	1%	-1%
84	COCCNC(=O)CCn1c(=O)oc2ccccc21	-7%	-11%	-2%
85	Cc1cc(C(=O)CCC(=O)Nc2ccc(S(N)(=O)=O)cc2)c(C)s1	x	-8%	-16%
86	O=C(c1ccc(Br)o1)N1CCc2ccccc21	1%	-2%	x
87	CCCOc1ccc(CCC(=O)N/N=C/c2ccncc2)cc1	14%	-2%	16%
88	CC(C)N(C(C)C)S(=O)(=O)c1ccc(Cl)nc1	-3%	-3%	-4%
89	CSc1ccc(C(=O)C2CCCN(C(=O)CCCn3cncn3)C2)cc1 (stereo unspecified)	2%	-7%	16%
90	NCc1ccccc1COc1ccccc1	-9%	-4%	7%
91	O=C(c1ccc2c(=O)n(-c3ccccc3)c(=O)[nH]c2c1)N1CCCCC1	u	2%	0%
92	O=C(Nc1nc(=O)n(C(=O)C2CC2)s1)c1ccccc1	1%	2%	7%
93	Cn1cc(Br)c(C(=O)n2cc(Br)cn2)n1	17%	1%	7%
94	O=C(COC(=O)C12CC3CC(CC(C3)C1)C2)NCCc1ccccc1	14%	-8%	8%
95	COc1ccc(OC)c(NC(=O)CNC(=O)c2ccc([N+](=O)[O-])cc2)c1	12%	5%	-18%
96	Cc1nonc1NC(=O)CSc1nc2ccccc2cc1C#N	-6%	-10%	-27%
97	N#CC(c1ccncc1)(c1ncc(C(F)(F)F)cc1Cl)N1CCOCC1 (stereo unspecified)	-18%	-8%	-15%
98	CCOc1ccc(Cn2c(=O)sc3ccccc32)cc1OC	u	-2%	7%
99	COc1cc(OC)cc(C(=O)NNC(=S)Nc2ccc(S(N)(=O)=O)cc2)c1	7%	-2%	-10%
100	Cc1cc(C)cc(NC(=O)CSc2nc3c(oc4ccccc43)c(=O)n2-c2ccccc2)c1	15%	-8%	0%
101	O=C(CCc1nnc2ccc(N3CCC4(CC3)OCCO4)nn12)Nc1cc(F)ccc1F	3%	-18%	-2%
102	Cn1c(=O)c2c(ncn2CC(=O)Nc2ccccc2N2CCOCC2)n(C)c1=O	6%	-2%	9%
103	CCN(CC)C(=O)CSc1nnc(COc2cccc(C)c2)n1C	20%	-5%	x
104	CC(=O)N(Cc1nc2sc(C)c(C)c2c(=O)[nH]1)C1CCCC1	10%	-3%	-3%
105	O=C(N/N=C/c1ccco1)c1cccc(N2Cc3ccccc3C2)c1	-5%	-15%	u
106	C[C@H](CO)N1C[C@H](C)[C@@H](CN(C)Cc2ccc(-c3ccccc3)cc2)Oc2c(NC(=O)c3ccncc3)cccc2C1=O	x	-6%	-14%
